From PubChem BioAssay
EPAC1 antagonist – qHTS for Antagonist of cAMP-regulated guanine nucleotide exchange factor 3 (EPAC1): primary screen | EPAC1 GEF assay, Rap1b-BODIPY-GDP exchange fluorescence | AID 720709, 2013 | Potency, µM (titrated, usually from 115 µM), without a hit: at the highest dose activity change, negative = inhibition, hits mostly inhibitors | 360,000 compounds, 0.14% hits;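 note: potency is the fitted concentration of half-maximal effect; plate controls were vehicle for no effect and positive control for full effect; nearly all actives have a fitted effect of over 50% in size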
Target sequence (O95398 whole entry, looked up): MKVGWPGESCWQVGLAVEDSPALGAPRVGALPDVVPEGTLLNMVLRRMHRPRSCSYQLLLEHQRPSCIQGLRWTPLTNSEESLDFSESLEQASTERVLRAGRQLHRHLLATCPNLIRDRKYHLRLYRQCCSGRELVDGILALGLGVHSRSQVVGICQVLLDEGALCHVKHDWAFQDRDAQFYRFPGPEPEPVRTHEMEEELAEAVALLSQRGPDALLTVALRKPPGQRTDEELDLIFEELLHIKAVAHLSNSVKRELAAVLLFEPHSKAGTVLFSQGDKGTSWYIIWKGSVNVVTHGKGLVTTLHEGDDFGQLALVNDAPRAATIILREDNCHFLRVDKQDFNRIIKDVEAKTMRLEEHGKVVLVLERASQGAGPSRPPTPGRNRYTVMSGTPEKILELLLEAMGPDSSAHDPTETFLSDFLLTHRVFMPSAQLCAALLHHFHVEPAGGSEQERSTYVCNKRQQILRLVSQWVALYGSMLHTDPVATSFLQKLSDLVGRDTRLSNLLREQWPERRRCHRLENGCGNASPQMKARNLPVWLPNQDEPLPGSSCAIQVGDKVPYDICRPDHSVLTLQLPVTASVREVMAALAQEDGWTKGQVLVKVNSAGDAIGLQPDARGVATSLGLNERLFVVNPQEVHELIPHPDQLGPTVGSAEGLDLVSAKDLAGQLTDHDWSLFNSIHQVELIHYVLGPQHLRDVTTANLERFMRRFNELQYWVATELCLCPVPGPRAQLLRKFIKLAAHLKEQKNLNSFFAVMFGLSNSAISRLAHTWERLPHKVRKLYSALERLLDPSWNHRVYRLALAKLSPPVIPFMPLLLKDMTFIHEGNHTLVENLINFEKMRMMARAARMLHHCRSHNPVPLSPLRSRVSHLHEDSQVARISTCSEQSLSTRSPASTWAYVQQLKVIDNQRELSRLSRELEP
GLP-1R agonist – qHTS of GLP-1 Receptor Agonists | 380,000 compounds, 0.007% hits | Potency, µM (highest dose often 45.6 µM), without a hit: at the top dose activation, actives largely listed as activators | AID 624172, 2012 | HEK293 GLP-1R CRE-luciferase, luminescence, 4-6 h; cells express a hypersensitive GLP-1R form | Glucagon-like peptide 1 receptor (Homo sapiens), P43220; note: potency is the fitted concentration of half-maximal effect; % of control where 0% means no effect
PTHR1 ag – qHTS for PTHR1 Agonists: Primary Screen; HEK293 GP2 PTHR1 cells, GloSensor cAMP luminescence, 1 h; AID 743266, 2014; Parathyroid hormone/parathyroid hormone-related peptide receptor (Homo sapiens), Q03431; Potency, µM (series often up to 115 µM), for the others: at the top dose activation, actives largely listed as activators; 410,000 compounds, 0.075% hits; note: potency is the fitted concentration of half-maximal effect; nearly all actives have a fitted effect of over 55% in size; some results filed as inactive show a strong effect at the top dose; inactives centre near -15; many of its hits are not listed in these tables
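HEK-293-derived GP2 cells expressing PTHR1 and a GloSensor cAMP reporter, 3,000/well, plated overnight, given luciferin plus IBMX (each 0.5 mM as added) for 1 h at 37 °C, then compound for 1 h at 37 °C. Luminescence was read after 15 min at room temperature.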
GLP1R inv ag – qHTS of GLP-1 Receptor Inverse Agonists (Inhibition Mode) | HEK293 GLP-1R CRE-luciferase, luminescence, 24 h; GLP-1R form is constitutively active | 410,000 compounds, 1.6% hits | Potency, µM (top dose mostly 38.3 µM), without a hit: at the top dose activity change, negative = inhibition, usual class: inhibitors; note: potency is the fitted concentration of half-maximal effect; % is set by controls: 0 for no effect and ±100 for the full control effect; nearly all actives have a fitted effect of over 55% in size
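HEK293 cells stably co-expressing constitutively active GLP-1R and a cAMP-responsive luciferase reporter were seeded in DMEM with 10% Nu serum, given compounds after 12 h, and incubated 24 h at 37 deg C. Luminescence was then read.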
IL2 activator – qHTS of IL-2 Activators; IL-2 activation reporter assay, cell-based qHTS; stimulated with anti-CD3/CD4/CD28 beads; in transgenic mouse T cells; 360,000 compounds, 0.065% hits; AID 652025, 2013; activation, % (series mostly up to about 46 µM); in the data active = activation above about 50%; inconclusive = mostly about 30% to 49%; note: 0% is about no effect
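Readout is EGFP and DsRed signal by fluorescent plate cytometry after 18 h at 37 degrees C. Transgenic mouse T cells (750/well) received compound for 60 min before bead stimulation (anti-CD3, anti-CD4, anti-CD28); memory T cells served as non-tolerant control.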
GLP1R cytotox – qHTS of GLP-1 Receptor Inverse Agonists: Cytotox Screen | Potency, µM (highest dose often 38.3 µM), for the others: top-dose activity change, negative = inhibition, usual class: inhibitors | 410,000 compounds, 0.13% hits | HEK293 cAMP-luciferase reporter cells, luminescence, 24 h;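 note: loss of luciferase light is scored as toxicity; potency is the fitted concentration of half-maximal effect; % is set by controls: 0 for no effect and ±100 for the full control effect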
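Seeding density was 200 cells/uL; after overnight-length (12 h) culture, 23 nL compounds went on for 24 h at 37 °C. Readout used a luciferase detection reagent, luminescence taken after 12 min at room temperature.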
PI5P4K alpha inh – qHTS for Inhibitors of phosphatidylinositol 5-phosphate 4-kinase (PI5P4K); PI5P4Kalpha enzyme, ADP-Glo luminescence, 60 min; hits give low values; max response, %; 330,000 compounds, 1.2% hits; AID 652105, 2013; active = max response of -50% or lower; inconclusive = between -30% and -50%; inactive = -30% or higher; note: value at the top dose of about 77 µM; % is set by controls: 0 for no effect and ±100 for the full control effect
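Enzyme plus substrate dispensed, test compounds pinned in, then ATP (5 microM final) added. After 60 min at RT, ADP-Glo reagent 1 for 45 min and reagent 2 for 30 min preceded luminescence imaging.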
EPAC1 ag – qHTS for Agonist of cAMP-regulated guanine nucleotide exchange factor 3 (EPAC1): primary screen; Rap guanine nucleotide exchange factor 3 (Homo sapiens), O95398; EPAC1 agonist qHTS, biochemical assay; response scale: 100% = response to 6.5 mM cAMP; Potency, µM (top dose mostly 154 µM), for the others: top-dose activation, hits mostly activators; 360,000 compounds, 0.073% hits; note: potency is the fitted concentration of half-maximal effect; nearly all actives have a fitted effect of over 60% in size
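Multi-concentration qHTS readout: loss of Rap1B-bound BODIPY-GDP fluorescence driven by 100 nM EPAC1 with excess GDP (50 uM), monitored kinetically at room temperature; agonist response expressed relative to 6.5 mM cAMP.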
PLK1 PBD block – qHTS for Inhibitors of PLK1-PDB (polo-like kinase 1 - polo-box domain): Primary Screen; Serine/threonine-protein kinase PLK1 (Homo sapiens), P53350; Plk1 PBD binding of FITC phosphopeptide, fluorescence polarization; Potency, µM, without a hit: max response, negative = inhibition, usual class: inhibitors; 360,000 compounds, 2.8% hits; note: potency is the fitted concentration of half-maximal effect; series mostly up to about 57 µM; % is set by controls: 0 for no effect and ±100 for the full control effect; nearly all actives have a fitted effect of over 65% in size
Numbers without * were called inactive; i = inactive; u = inconclusive; x = not tested or not shown; [ ] = remark or other dose. Unless noted, calls come from the whole dose curve; as a rule, active = well fitted curve in the direction sought with a large enough effect; inconclusive = small, poorly fitted or top-dose-only effect, or another doubt; inactive = no such curve, though single readings can be large; an effect the other way counts as inactive or inconclusive. The list is partial; the hit share may differ from the screen's.

SMILES | GLP1R inv ag | PI5P4K alpha inh | IL2 activator | PTHR1 ag | GLP1R cytotox | EPAC1 ag | EPAC1 antagonist | GLP-1R agonist | PLK1 PBD block
Cc1cccn2c(=O)c(C=O)c(N3CCN(C)CC3)nc12 | 36%[activator] | 7 | 1.6 | i | 4% | 6% | -11% | 1% | -4%
Cc1cc(NC(=O)OC(C)(C)C)c(-n2nnnc2C(C(=O)c2ccccc2)N2CCOCC2)cc1C (configuration not stated) | 10% | 2 | -0.4 | -8% | -12% | -6% | -17% | x | -27%
Cc1ccccc1CN(CC1CCC(C(=O)O)CC1)C(=S)Nc1ccccc1F (configuration not stated) | u | 0 | 0.9 | i | -12% | 2% | 6% | 15% | -16%
CC(=O)c1ccccc1NC(=O)C1CC(=O)N(c2ccc3c(c2)OCCO3)C1 (configuration not stated) | 27% | -7 | -0.8 | i | 8% | 3% | 1% | 13% | 8%
O=C(COc1cc(F)ccc1[N+](=O)[O-])Nc1ccc(N2CCCCC2)cc1 | -10% | 7 | 0.4 | -25% | 0% | -11% | 0% | 2% | -1%
Cc1nnc(SCC(=O)Nc2cccc(Br)c2)s1 | 5% | 6 | 0.3 | -12% | 2% | 11% | -4% | 12% | -1%
CC(=O)Nc1ccc(NC(=O)CS(=O)(=O)c2cn(CC(=O)N3CCCCC3)c3ccccc23)cc1 | 8% | -22 | 2.2 | -14% | -10% | -17% | -8% | 0% | 2%
CCS(=O)(=O)N1CCCC(C(=O)NCc2ccccc2Cl)C1 (configuration not stated) | -2% | -5 | -0.3 | -11%[57.5 µM] | -3% | -1% | 2% | -5% | 0%
Cc1nn(CC2CC2)c(=O)n1N(C)c1ncc(C(F)(F)F)cc1Cl | 7% | 1 | -2.2 | i | 28% | -1% | 7% | 1% | -5%
CC(O)CNc1nc2c(c(=O)n(C)c(=O)n2C)n1Cc1cccc(C(F)(F)F)c1 (configuration not stated) | -27% | 3 | 1.3 | i | 9% | -4% | -6% | 9% | -20%
CSCC[C@H](NC(=O)[C@@H]1Cc2ccccc2CN1)C(=O)Nc1ccc2c(c1)OCCO2 | -29% | 0 | -5.0 | -56%[inhibitor] | -3% | 3% | 3% | -2% | -7%
COc1ccc(N=Cc2c(O)c3ccccc3n2C(C)=O)cc1 | 42%[activator] | 3 | 7.9 | -1% | 1% | -4% | -10% | 7% | 22%
COCCNC(=S)NNc1ccccc1[N+](=O)[O-] | -17% | u | 1.8 | i | 1% | 10% | -11% | 3% | 15µM*
Cc1cnc(C(=O)OCC(=O)NC2CCCC(C)C2C)cn1 (configuration not stated) | 5% | 3 | -0.6 | -15%[57.5 µM] | -14% | 0% | -11% | -13% | 1%
COc1ccc(CCN2C(=O)CC(Cc3cccc(C)c3)C2=O)cc1OC (configuration not stated) | u | 2 | 0.5 | -7% | 0% | 0% | -3% | 19% | -6%
CCCCNC(=O)c1nn2c(C(F)(F)F)cc(-c3ccccc3)nc2c1Br | u | 0 | -3.3 | i | 2% | -9% | -18% | 33% | -2%
COc1ccc2c(c1)c1nc3n(c(=O)c1n2CC(=O)Nc1ccccc1)CCS3 | 3% | -4 | -0.8 | -18% | -2% | -16% | -7% | 0% | -8%
CC(c1nc2ccccc2n1Cc1ccccc1)n1c(-c2cnccn2)nc2ccccc21 (configuration not stated) | -27% | 0 | -0.2 | -6% | -10% | 5% | -22% | x | 0%
C/C(=N\Nc1nc(C)cc(-c2ccccc2)n1)c1ccc(O)cc1 | -16% | 3 | 0.3 | -95%[inhibitor] | u | -7% | 6% | 15% | 1%
O=C(CSc1nc2ccccc2[nH]1)c1cccs1 | 3% | -1 | 2.2 | 23% | 53%[activator] | -5% | -11% | 7% | -19%
Nc1ccc(-c2nc3ccccc3[nH]2)cc1 | -3% | 0 | -1.0 | -18% | 0% | -5% | -4% | 7% | -18%
CC(=O)/C=C(\C)NCCNc1c(F)c(F)c(CO)c(F)c1F | 15% | -7 | 0.0 | i | 4% | 12% | 0% | 5% | -11%
COC(=O)Cc1nc(NC(=O)c2cccs2)sc1C | 31%[activator] | 2 | 2.3 | -25% | -10% | -5% | -5% | 3% | 3%
CN(C)CCNC(=O)/C(=C/c1ccc(-c2ccc(Cl)cc2Cl)o1)NC(=O)c1ccccc1 | u | 1 | 1.0 | i | u | 8% | -4% | -5% | -8%
Cc1cc(C)c2ccc(=S)[nH]c2n1 | 80%[activator] | -19 | 1.2 | -6% | 1% | -4% | -12% | 15% | 15µM*
CN1C=CC=C/C1=C1\SC(=S)N(Cc2ccccc2)C1=O | u | 3 | -3.5 | i | -26% | 5% | -8% | -10% | -8%
O=C(NCc1ccccc1)C1CCC(=O)N(CC2CCCCC2)C1 (configuration not stated) | 17% | 4 | -3.6 | i | -5% | 4% | 4% | 0% | 1%
CC1CCc2sc(C(=O)NCc3ccccn3)cc2C1 (configuration not stated) | 0% | -4 | 1.1 | i | 15% | -2% | -6% | 0% | -3%
O=C(NC1CCCCC1)C(c1ccc2ncccc2c1)N(Cc1ccc(F)cc1)C(=O)c1ccc2c(c1)OCCO2 (configuration not stated) | u | x | -2.2 | -8% | u | 18% | -3% | -2% | -5%
COc1ccc2c(c1)CCc1c(C(=O)NCc3cccnc3)noc1-2 | 27% | 2 | 5.1 | -26% | 9% | 0% | -24% | 1% | -2%

An excerpt from above, reduced to IL2 activator.
molecule	IL2 activator
Cc1nn(CC2CC2)c(=O)n1N(C)c1ncc(C(F)(F)F)cc1Cl	-2.2
CC(O)CNc1nc2c(c(=O)n(C)c(=O)n2C)n1Cc1cccc(C(F)(F)F)c1 (configuration not stated)	1.3
CSCC[C@H](NC(=O)[C@@H]1Cc2ccccc2CN1)C(=O)Nc1ccc2c(c1)OCCO2	-5.0

Following part.
SMILES | GLP1R inv ag | PI5P4K alpha inh | IL2 activator | PTHR1 ag | GLP1R cytotox | EPAC1 ag | EPAC1 antagonist | GLP-1R agonist | PLK1 PBD block
O=C(CCn1nnc2ccccc21)N/N=C\Cc1ccccc1 | -13% | 3 | -5.4 | 3% | 11% | 1% | -3% | 7% | -13%
Cc1ccc(NC(=O)N2CCN(c3cc(-c4noc(C)n4)ccc3C)CC2)c(C)c1 | 10% | x | x | i | 3% | x | x | -7% | x
COc1ccc2c(CC(=O)NC3CCCc4ccccc43)coc2c1 (configuration not stated) | u | -3 | 0.6 | i | 2% | 2% | -13% | 1% | -8%
C=CCn1c(SCC(=O)Nc2cccc3ccccc23)nnc1-c1cnccn1 | 1% | -11 | -0.4 | i | -18% | 8% | 4% | 6% | 0%
C/C=C/C(=O)OCC(=O)Nc1cccc(F)c1 | 8% | -2 | -0.2 | -80%[inhibitor] | 0% | 2% | 5% | -7% | 6%
NNc1nnc(-c2ccccc2)c(-c2ccccc2)n1 | 0% | x | 3.0 | i | u | 9% | -5% | 1% | -9%
COc1ccc(-c2cc3c(c4c2ccn4C)C2CCC3C2)cc1F (configuration not stated) | -3% | -1 | -0.2 | -3% | 8% | -8% | -10% | 12% | -15%
C/C(N)=C(/C#N)C(=O)COC(=O)CSc1ccccc1 | -4% | x | -1.2 | 18% | 12% | 2% | 0% | 11% | -1%
CCOc1cccc(/C=N/Nc2ccc(S(=O)(=O)N(CC)CC)cn2)c1O | u | 1 | -0.5 | i | u | -12% | 0% | -3% | -4%
O=C(COc1ccccc1F)NNC(=O)Cn1c(=O)cnc2ccccc21 | 3% | 0 | 1.1 | i | 5% | -2% | 2% | -4% | 3%
CCC(=O)OCC(=O)Nc1cc([N+](=O)[O-])ccc1OC | 5% | -22 | -4.9 | i | -7% | 11% | 11% | 0% | u
Cc1ccccc1C(=O)N1CCN(c2ccc(NC(=O)c3cccnc3Cl)cc2)CC1 | -19%[7.66 µM] | 4 | -0.4 | -75%[inhibitor] | -1%[7.66 µM] | -8% | -6% | -2% | 0%
CSc1ncc(CNc2cc([N+](=O)[O-])ccc2C)c(N)n1 | x | x | -0.4 | -42%[inhibitor] | x | -17% | -14% | 19% | x
Cc1ccc(OCC(=O)Nc2ccccc2C(=O)NC2CC2)cc1 | 1% | 3 | 2.5 | i | -7% | -9% | 3% | -7% | 1%
CC1Cc2cc(S(=O)(=O)N3CCCC(C(=O)N4CCCCC4)C3)ccc2N1C(=O)C1CC1 (configuration not stated) | 55%[activator] | -5 | 0.9 | -19% | 0% | -1% | -12% | u | 3%
CN1CCCN(C(=O)C2CCC(C(=O)N3CCCN(C)CC3)CC2)CC1 (configuration not stated) | -3%[0.307 µM] | 9 | 0.0 | i | 11%[0.307 µM] | 0% | -4% | -13% | 0%
Cc1ccc(S(=O)(=O)N2CCCOC2CNC(=O)C(=O)NCc2ccccn2)cc1 (configuration not stated) | 16% | -2 | -0.2 | i | -4% | -8% | -12% | 1% | 4%
O=C(Nc1ccc(Oc2ccccc2)cc1)c1csc([C@@H]2O[C@H](CO)[C@H](O)[C@H](O)[C@H]2O)n1 | 14% | -2 | -0.3 | i | -6% | 0% | -3% | -4% | -7%
